Screening data: PubChem BioAssay, several laboratories
Runt-SMMHC FRET: Runt domain-CBFb-SMMHC interaction inhibition. Q01196+Q13951. Cerulean-Runt/Venus-CBFb-SMMHC FRET ratio 530/480, 1 h. inhibition, % at 20 µM. hit rate 0.74% among 220,000;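 active = mean inhibition across duplicate retests at 20 µM reaching about 50%, limit read from the data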;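 also: 0% = DMSO wells and 100% = wells with excess untagged CBFb-SMMHC; inhibitors lower the FRET ratio by blocking Runt binding to CBFb-SMMHC; some results filed as inactive read as strong as hits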
PGE2 EP2 inh: EP2 receptor (human) inhibition | C6 glioma cells expressing human EP2, cAMP TR-FRET; cells stimulated with saturating PGE2 | P43116 | inhibition, % at 25 µM | AID 1422 | hit rate 0.52% among 260,000;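 active = percent inhibition above 40 after rounding to a whole number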;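 also: rat C6 glioma host cells with rolipram phosphodiesterase inhibitor present; the protocol text gives 20 µM as final concentration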
TNF necrop inh: blocks TNF-alpha induced death of Jurkat FADD-/- cells. Jurkat FADD-/- TNF necroptosis rescue, ATP luminescence, 24 h; 0 = TNF only, 100 = no-TNF cells. activation (protection from cell death), % at 10 µM. hit rate 0.068% among 220,000;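 active = activation, meaning protection from cell death, of at least 50% relative to plate controls; inactive = activation below 50%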;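 also: necroptosis triggered by 40 ng/mL TNF-alpha added together with compound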
EP2 modulator: modulates human prostaglandin E2 receptor EP2 signaling. induction, % at 25 µM. P43116. hit rate 0.83% among 260,000. EP2-expressing cells, cAMP HTRF FRET, PGE2 co-stimulation;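 active = compounds whose cAMP rise, as percent of the full-agonist control response, exceeds 60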;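 also: rat C6 glioma line stably carrying human EP2 under a CMV promoter; the protocol text gives 20 µM as final concentration; 100% = response of wells given 1 µM PGE2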
Hck-Nef inh: blocks Nef-activated human Hck kinase; P08631; inhibition, % at 20 µM; Recombinant Hck-YEEI plus Nef, Z-Lyte FRET kinase assay; hit rate 0.68% among 220,000;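 active = Hck-Nef kinase inhibition above about 50%, limit read from the data; inactive = inhibition below that limit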;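 also: 0% = DMSO with Hck plus Nef and 100% = Hck alone without Nef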
Target sequence (P08631 whole entry, looked up): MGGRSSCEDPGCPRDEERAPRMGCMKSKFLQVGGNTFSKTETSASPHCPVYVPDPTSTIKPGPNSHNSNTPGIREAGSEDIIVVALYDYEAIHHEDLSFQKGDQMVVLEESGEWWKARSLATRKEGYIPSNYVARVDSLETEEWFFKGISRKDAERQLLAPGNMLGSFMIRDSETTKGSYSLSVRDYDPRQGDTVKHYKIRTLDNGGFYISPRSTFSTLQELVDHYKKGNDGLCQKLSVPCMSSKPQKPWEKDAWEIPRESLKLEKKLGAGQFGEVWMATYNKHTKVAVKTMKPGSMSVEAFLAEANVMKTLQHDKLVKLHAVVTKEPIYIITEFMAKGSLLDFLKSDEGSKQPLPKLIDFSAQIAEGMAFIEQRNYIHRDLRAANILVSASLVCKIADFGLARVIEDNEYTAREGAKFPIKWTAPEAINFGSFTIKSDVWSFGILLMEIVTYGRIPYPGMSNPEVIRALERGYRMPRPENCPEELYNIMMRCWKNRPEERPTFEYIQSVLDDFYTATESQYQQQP
PERK inh: inhibitors of human PERK kinase. Q9NZJ5. CHO PERK-DD fusion, SEAP luminescence translation reporter. inhibition, % at 5.6 µM. hit rate 0.17% among 220,000. AID 1416;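 active = inhibition above the mean inhibition of all tested compounds plus 3 SD, set separately per screening campaign, cut at about 2.9% in these data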;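 also: PERK kinase domain activated by AP20187 dimerizer at 100 nM; 0% = DMSO with dimerizer and 100% = rapamycin at 8.4 µM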
L929 necroptosis: L929 zVAD cell death inhibition | L929 zVAD necroptosis rescue, ATP luminescence, 24 h; with zVAD 60 µM | viability rescue, % at 10 µM | hit rate 0.38% among 220,000;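 active = activation, scaled between plate controls, above about 75%, limit read from the data; inactive = activation under that limit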;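 also: 0% = zVAD with DMSO and 100% = DMSO alone without zVAD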
Runt-CBFb FRET: inhibitors of human RUNX1 Runt domain binding to CBFb. Q01196+Q13951. Cerulean-Runt/Venus-CBFb FRET ratio 530/480, 1 h. inhibition, % at 20 µM. hit rate 0.46% among 220,000;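 active = inhibition over about 50% at 20 µM in the single-dose screen, limit read from the data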;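 also: 0% = DMSO wells and 100% = excess unlabeled CBFb competitor control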
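Measured by: fluorescence energy transfer, 422 nm excitation, 530/480 nm emission; Assay system: Cerulean-Runt domain; Medium: Tris pH 7.5 buffer with BSA; Measure: loss of energy transfer signal; Controls: 5 µM unlabeled CBFb as full-inhibition high control; Incubation: protein complex preformed 1 h, compound exposure 1 h, room temperature, dark.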
RBBP9 inh: blocks human serine hydrolase RBBP9; recombinant RBBP9, FP-Rh probe fluorescence polarization; O75884; inhibition, % at 7.94 µM; AID 1515; hit rate 0.2% among 220,000;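 active = inhibition above the campaign mean of all tested compounds plus 3 SD, cut at about 14% in these data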;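 also: plate controls were DMSO wells with RBBP9 for no effect and wells lacking RBBP9 protein for full effect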
Target sequence (O75884 whole entry, looked up): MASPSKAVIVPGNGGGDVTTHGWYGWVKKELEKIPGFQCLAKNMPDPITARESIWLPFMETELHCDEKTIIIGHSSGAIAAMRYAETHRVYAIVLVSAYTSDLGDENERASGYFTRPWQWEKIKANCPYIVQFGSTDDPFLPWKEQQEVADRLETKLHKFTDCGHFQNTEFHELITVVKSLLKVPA
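Measured by: FP readout at 525/598 nm; material: recombinant human RBBP9; also added: Serine-hydrolase probe FP-Rh, 375 nM pre-mixing; medium: Tris buffer pH 8.0, NaCl, Pluronic; replication: one well per compound; doses: one concentration, 7.94 µM nominal, 0.794% DMSO; timing: preincubation 30 min plus labeling 45 min at 25 °C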
* marks the source's active call; other numbers are inactive results; x = not tested or not shown; & = joins results of further samples. The list is partial. The share of hits here may be higher or lower than overall.

SMILES	Runt-SMMHC FRET	EP2 modulator	RBBP9 inh	PGE2 EP2 inh	Runt-CBFb FRET	PERK inh	L929 necroptosis	TNF necrop inh	Hck-Nef inh
CN(C(=O)COC(=O)c1cc(Br)c(Br)s1)C1CCS(=O)(=O)C1 (stereo not given)	2	-6	-1	3	-2	1.1	0.8	0.9	1
O=C(/C=C/c1cn(-c2ccccc2)nc1-c1ccc2c(c1)OCCO2)NCCO	-2	-38	-6	10	-9	0.1	16	-2.7	-18
O=S(=O)(NCCc1ccccc1)c1ccc(S(=O)(=O)N2CCCCC2)cc1	-1	-15&-32	3	17&9	-2	0.6	-0.1	1.2	0
Nc1c(NCCc2ccccc2)c2ccccc2oc1=O	x	-13	-6	8	x	0.0	3.2	0.0	16
CN(C)S(=O)(=O)c1ccc(NC(=O)Cc2ccc(S(=O)(=O)N3CCOCC3)s2)cc1	2	-32	-2	5	0	0.3	4.1	1.3	20
CCCCNC(=O)NNC(=O)c1cc(C)on1	-3	-1	0	4	3	2.1	1.1	0.7	14
Cc1ccc(CSc2ncnc3c2cnn3-c2ccc(C)cc2)cc1	6	24	-3	7	-1	0.1	0.7	1.8	2
CC(C)(C)NC(=O)CN(C(=O)c1csnn1)c1cccc2c1CCCC2	1	-35	0	13	-1	0.0	2.5	1.8	-3
CCn1c(O)c(N=NC(=O)CNc2cccc(C)c2)c2ccccc21	-3	-4	0	4	-4	-0.4	0.6	2.4	1
O=C(CCCn1c(=S)[nH]c2ccc(Br)cc2c1=O)N1CCN(c2ccccn2)CC1	2	-48	-3	3	0	-0.4	-0.6	-4.3	-1
O=C(COC(=O)/C=C/c1ccc(Cl)cc1)NCCc1ccccc1	4	-53	17*	7	-2	1.7	0.6	2.6	5
Cc1c(Br)cc(C(=O)OC2CCN(C)CC2)c(C)c1C	2	-10	-6	7	-2	-0.8	0.4	5.0	-1
Cc1c(C(=O)N/N=C/c2ccncc2)no[n+]1[O-]	2	21	2	3	0	0.2	2.4	-0.3	18
COc1ccc(C2(CNC(=O)/C=C\c3ccco3)CCCC2)cc1OC	4	-16	0	8	1	0.5	0.0	-5.2	2
Cc1ccc(S(=O)(=O)N2CCCCC2)cc1NC(=O)COC(=O)C1=COCCO1	7	-10	0	4	0	0.7	0.6	-0.4	16
CC(NC(=O)c1ccco1)C(=O)OCc1cccc(Cl)c1 (stereo not given)	-5	-14	-5	7	1	1.1	0.4	-2.2	1
Cc1nc2ccc(S(=O)(=O)NCC(=O)N3CCCC(C)C3)cc2s1 (stereo not given)	-2	5	-7	18	-3	0.1	3.2	0.1	1
O=c1cc(CSc2ccccn2)[nH]c(=O)[nH]1	0	4	-6	8	-1	0.7	0.3	-3.6	1
CCc1ccccc1NC(=O)C1CCN(C(=O)c2ccc([N+](=O)[O-])cc2)CC1	-1	7	-7	3	0	0.2	1.5	1.6	0
O=C(CCn1c(=O)oc2ccccc21)Nc1nc2ccccc2s1	-1	2	-8	11	-1	-0.3	1.0	2.9	1
Cc1c(C2=CCN(S(=O)(=O)c3ccc(Cl)cc3)CC2)c2ccccc2n1C	-20	-25	-11	7	-10	-0.2	-0.2	2.4	3
COc1ccc(COC(=O)NNC(=O)c2ccc(OC)cc2)cc1	-3	10	1	5	-1	0.6	-0.1	-1.8	8
Cc1ccc(-c2cc(C(F)F)n3ncc(C(=O)Nc4c(C)nn(Cc5ccccc5Cl)c4C)c3n2)cc1	-3	-50	-3	24	-1	0.4	0.8	-15	1
COc1ccc(Nc2nc(Cl)nc(N3CCN(c4ccc(OC)cc4)CC3)n2)cc1	1	-12	-5	5	1	0.7	-0.4	0.3	20
CCn1cc(C(=O)NCc2ccc3c(c2)OCO3)c(=O)c2ccc(C)nc21	-1	-21	x	6	-1	x	x	x	x
Cc1cccc(S(=O)(=O)N/N=c2\sc3ccccc3n2C)c1	1	-17	7	7	0	0.8	-0.4	-0.7	4
Cc1c(C(=O)Nc2nnc(SCc3ccccc3Cl)s2)cccc1[N+](=O)[O-]	0	-28	8	11	3	0.8	0.7	1.2	4
CCCN(CC1CC1)C(=O)COC(=O)c1ccc2c(c1)C(=O)N(c1ccc(OCC)cc1)C2=O	-1	20	5	8	-1	0.3	1.9	2.3	25
O=C(Cc1ccccc1)NCC(=O)OCC(=O)c1ccc([N+](=O)[O-])cc1	7	5	-1	1	10	1.1	-0.3	-4.2	-3
COc1ccc2c(CC(=O)OCC(=O)Nc3ccccc3[N+](=O)[O-])coc2c1	-4	-20	-3	8	-2	0.6	0.9	1.0	3
O=C(Nc1ccccc1N1CCCC1)c1ccc2c(c1)OCO2	4	24	2	10	1	-0.7	-0.3	-0.5	0
O=C(NCCc1ccccc1)c1ccc(NC2=NC3CS(=O)(=O)CC3S2)cc1 (stereo not given)	0	-4	-7	15	3	0.3	0.5	-0.6	1
CCOc1cc(/C=N/O)ccc1OCc1ccccc1F	1	48	-3	14	-5	1.8	2.5	-0.9	7
O=C(Cc1ccc(F)cc1)NCc1cccnc1	1	24	-7	14	-1	0.5	0.6	7.0	22
CC(C)C(=O)Nc1cccc(C(=O)Nc2nnc(C(C)(C)C)s2)c1	-1	12	-5	23	1	0.5	0.4	0.5	1
COC(=O)COC(=O)c1ccc(O)cc1	-4	6	-8	2	-2	0.8	0.2	-3.2	2
O=C(COc1ccc(Cl)cc1)N1CCN(S(=O)(=O)c2ccc(Cl)cc2)CC1	-6	-35	2	8	-2	1.2	-0.1	0.2	1
C=C(C)Cn1c(SCC(=O)N/N=C/c2ccccc2)nc2ccccc2c1=O	3	-10	-2	3	1	-0.1	0.3	2.7	3
COc1ccc2c(Cl)c(C(=O)NN)sc2c1	1	-23	-2	3	-1	-0.8	0.4	-3.5	3
COc1cc(C(=O)Oc2cccc(Nc3ncnc4ccccc34)c2)cc(OC)c1OC	-1	-14	-15	4	-8	0.0	3.0	-11	2
S=C(NCc1ccccc1)NNc1ccccc1	3	18	11	-2	1	1.3	-0.4	0.7	2
COc1ccc(OC)c(Nc2nc(-c3sc(NC(=O)CC(C)C)nc3C)cs2)c1	1	18	-5	17	2	-1.2	12	-15	0
O=C(CCn1nnc2ccccc21)Nc1nnc(COc2ccc(F)cc2)s1	2	-36	1	7	-4	-0.7	-0.1	-0.3	1
NS(=O)(=O)c1ccc(NN=C2CCCCC2)c([N+](=O)[O-])c1	-4	-21	2	5	-3	1.7	0.5	0.5	13
CCOC(=O)CNC(=O)c1cnn2cccnc12	-2	19	-4	8	3	0.9	-0.2	-0.8	-1
Nc1nc(CSC(=S)N2CCCCC2)nc(Nc2ccccc2)n1	-4	-48	-1	9	-1	1.5	1.6	2.4	15
CCCn1ncc(OC)c(Cl)c1=O	3	24	3	6	-2	2.0	0.1	-1.2	1
O=c1[nH]c(CN2CCN(Cc3ccccc3)CC2)nc2sc3c(c12)CCC3	x	x	-1	x	x	-1.1	1.1	0.3	0
COc1ccc(N=CC2=C(O)CC(c3ccccc3)CC2=O)c(OC)c1 (stereo not given)	-4	18	-3	4	-8	0.0	-0.2	-3.7	11
CC(CCc1ccccc1)N(C)CC(O)c1cccc([N+](=O)[O-])c1 (stereo not given)	0	-16	-8	12	0	-1.0	0.1	6.5	16

Sorted by the number under EP2 modulator (descending): some entries from above
| smiles | EP2 modulator |
| --- | --- |
| Cc1ccc(CSc2ncnc3c2cnn3-c2ccc(C)cc2)cc1 | 24 |
| S=C(NCc1ccccc1)NNc1ccccc1 | 18 |
| CN(C(=O)COC(=O)c1cc(Br)c(Br)s1)C1CCS(=O)(=O)C1 (stereo not given) | -6 |
| CCn1cc(C(=O)NCc2ccc3c(c2)OCO3)c(=O)c2ccc(C)nc21 | -21 |
| CN(C)S(=O)(=O)c1ccc(NC(=O)Cc2ccc(S(=O)(=O)N3CCOCC3)s2)cc1 | -32 |
| O=C(CCCn1c(=S)[nH]c2ccc(Br)cc2c1=O)N1CCN(c2ccccn2)CC1 | -48 |

New compounds follow.
SMILES	Runt-SMMHC FRET	EP2 modulator	RBBP9 inh	PGE2 EP2 inh	Runt-CBFb FRET	PERK inh	L929 necroptosis	TNF necrop inh	Hck-Nef inh
Cc1ccc(CSc2ncccc2C(=O)O)cc1	-1	9	6	4	0	0.1	0.0	0.8	5
CSc1cccc(NC(=O)/C=C/c2ccco2)c1	-3	-6	-10	-1	4	1.1	0.0	-1.7	46
O=[N+]([O-])C1=C(Nc2cccc3ccccc23)CS(=O)(=O)C1	-5	18	2	12	21	-0.2	0.2	0.1	2
COc1ccc(C(=O)/C=C/Nc2cccc(C)n2)cc1OC	36	-51	-6	21	7	-0.9	0.5	0.0	17
Cc1cc(C)c2sc(C)[n+](CCCS(=O)(=O)[O-])c2c1	x	-1&24	-6	4&10	x	0.5	2.0	-0.7	26
CCCn1c(SCC(=O)Nc2cc(Cl)ccc2Cl)n[nH]c1=O	4	-15	-2	20	-1	-0.5	1.5	0.2	10
O=C(NC(=S)Nc1ccc(N2CCOCC2)cc1)c1cccc(Cl)c1	0	-82	-3	21	0	0.6	0.4	2.4	-1
O=C(Nc1ccc2c(c1)OCCO2)c1cncc(Br)c1	1	14	3	5	-1	-0.3	0.3	1.1	0
Cc1ccc(NC(=O)CN(C)C(=O)CSc2nncn2C)cc1	-8	16	-3	4	3	1.8	-0.5	0.4	18
COC(=O)CSc1nc2cc3c(cc2cc1C)OCO3	x	23	-7	7	x	1.1	-0.3	0.8	31
CCN(CCO)C(=O)C(c1ccccc1)c1ccccc1	2	51	1	9	-2	0.9	0.2	-0.6	-1
C/C(Cl)=C/CSc1nn2c(=O)c3ccccc3nc2s1	-3	19	0	16	1	-0.5	0.2	-0.2	2
COc1ccc(CNC(=O)COC(=O)CCc2nc3ccccc3c(=O)[nH]2)cc1	2	21	-2	13	2	1.2	1.7	0.2	20

Quoted at random: two compounds from above, in no set order.
SMILES	Runt-SMMHC FRET	EP2 modulator	RBBP9 inh	PGE2 EP2 inh	Runt-CBFb FRET	PERK inh	L929 necroptosis	TNF necrop inh	Hck-Nef inh
COC(=O)CSc1nc2cc3c(cc2cc1C)OCO3	x	23	-7	7	x	1.1	-0.3	0.8	31
CSc1cccc(NC(=O)/C=C/c2ccco2)c1	-3	-6	-10	-1	4	1.1	0.0	-1.7	46
